Source: PubChem BioAssay (The Scripps Research Institute Molecular Screening Center)
M1 ag parental – counter-screen for M1 agonists: effect in parental CHO-K1 cells; Fluo-8 calcium fluorescence; scaled to maximal ATP response, vehicle zero; activation, % at 3 µM; actives 0.48% (n = 360,000); AID 602248, 2012; in the data active = activation above about 15%;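 note: untransfected CHO-K1 host cells lacking M1 receptor as counterscreen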
TAAR1 antag – human TAAR1 antagonists, primary screen, Fluo-8 calcium fluorescence, CHO RD-HGA16 cells | inhibition, % at 3 µM | antagonist | Trace amine-associated receptor 1 (Homo sapiens), Q96RJ0 | actives 1.5% (n = 360,000);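 active = inhibition above a per-plate cutoff, the mean inhibition of test compounds on that plate plus 3 SD, cut at about 49% in these data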;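 note: 0% = DMSO plus EC80 beta-PEA response and 100% = DMSO alone without agonist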
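Material: RD-HGA16 CHO cells with stable hTAAR1 and Gα16; Dosing: single nominal final test compound concentration of 3 µM; Schedule: seeding 17-24 h prior, 75-min 37 °C, 30-min RT dye loading; Detection: kinetic Fluo-8 calcium fluorescence measurement; Measure: % inhibition from peak post-agonist over basal fluorescence ratio; Benchmarks: vehicle and agonist controls.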
GPR7 antagonist – GPR7 receptor antagonists, primary screen, cell-based, fluorescence, single concentration; inhibition, % at 4.4 µM; GPR7-expressing cells, fluorescence antagonist assay; Neuropeptides B/W receptor type 1 (Homo sapiens), P48145; actives 1.1% (n = 290,000); in the data active = inhibition above about 16%, passing the limit was not always enough;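 note: cells stimulated with the agonist NPW; 0% = agonist with vehicle and 100% = vehicle without agonist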
CHO-K1 Ca PAM – nonselective calcium activators in parental CHO-K1 cells, primary screen, counter-screen for M1 PAM project, cell-based, Fluo-8 calcium fluorescence, full deck, 1536-well; ATP EC20; 0% at ATP EC20, 100% at ATP max; activation, % at 3 µM; actives 0.02% (n = 360,000); AID 602247, 2012;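 active = activation above the run cutoff, the mean activation of all test compounds plus 3 SD, cut at about 40% in these data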;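 note: peak over basal fluorescence ratio in a 140 s read after ATP addition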
OXTR potentiate – human OXTR potentiators, primary screen, fluorescence, CHO-OTR cells, Fluo-8 calcium | Oxytocin receptor (Homo sapiens), P30559 | Fluo-8 calcium fluorescence, potentiator mode; 0% = oxytocin EC15, 100% = EC100 | activation, % at 3 µM | actives 0.061% (n = 320,000) | AID 2445, 2010;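 active = activation above that plate's cutoff, the mean activation of tested compounds plus 3 SD, cut at about 6.6% in these data, passing the limit was not always enough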;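 note: 100% uses oxytocin at 75 nM as the full agonist control; some results filed as inactive read as strong as hits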
Target sequence (P30559 whole entry, looked up): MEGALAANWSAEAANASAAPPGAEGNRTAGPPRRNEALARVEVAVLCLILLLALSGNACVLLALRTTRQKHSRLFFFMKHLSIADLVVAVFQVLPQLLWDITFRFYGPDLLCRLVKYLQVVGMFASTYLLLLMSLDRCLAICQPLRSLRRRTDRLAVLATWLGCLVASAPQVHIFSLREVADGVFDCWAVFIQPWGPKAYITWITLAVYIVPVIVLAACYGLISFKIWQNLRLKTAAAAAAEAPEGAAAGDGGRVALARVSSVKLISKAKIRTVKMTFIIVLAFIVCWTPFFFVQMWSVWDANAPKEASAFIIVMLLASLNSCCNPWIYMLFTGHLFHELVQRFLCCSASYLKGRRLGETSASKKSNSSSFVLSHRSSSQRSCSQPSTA
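Assay system: CHO-OTR cells, human receptor / Also added: oxytocin at about EC15, sub-maximal agonist stimulus / Dosing: single dose, 3.0 µM nominal final compound concentration / Incubation: 6 min pre-incubation, 100 s read / Technique: Fluo-8 calcium dye fluorescence / Read-out: % activation vs EC15 and EC100 oxytocin / Benchmarks: EC15 oxytocin low, 75 nM oxytocin high / Replicates: singlicate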
OXTR ag – human OXTR agonists, primary screen, fluorescence, CHO-OTR cells, Fluo-8 calcium | Oxytocin receptor (Homo sapiens), P30559 | Fluo-8 calcium fluorescence; normalized: DMSO 0%, oxytocin 100% | actives 0.32% (n = 320,000) | activation, % at 3 µM;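 active = activation above the mean of all tested compounds plus 3 SD, cutoff set per screening run, cut at about 20% in these data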;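 note: peak over basal fluorescence ratio from a 100 s FLIPR kinetic read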
V1aR counter – agonists of human V1a receptor, primary screen, counter-screen for OXTR agonist project, fluorescence, CHO-V1R cells | Vasopressin V1a receptor (Homo sapiens), P37288 | Fluo-8 calcium fluorescence, agonist mode; 0% DMSO, 100% 3 nM vasopressin | activation, % at 3 µM | actives 0.25% (n = 320,000) | AID 2797, 2010;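 active = activation above the mean activation of all tested compounds plus 3 SD, per screening run, cut at about 20% in these data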;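 note: signal is peak over basal fluorescence ratio across a 100 second FLIPR read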
Target sequence (P37288 whole entry, looked up): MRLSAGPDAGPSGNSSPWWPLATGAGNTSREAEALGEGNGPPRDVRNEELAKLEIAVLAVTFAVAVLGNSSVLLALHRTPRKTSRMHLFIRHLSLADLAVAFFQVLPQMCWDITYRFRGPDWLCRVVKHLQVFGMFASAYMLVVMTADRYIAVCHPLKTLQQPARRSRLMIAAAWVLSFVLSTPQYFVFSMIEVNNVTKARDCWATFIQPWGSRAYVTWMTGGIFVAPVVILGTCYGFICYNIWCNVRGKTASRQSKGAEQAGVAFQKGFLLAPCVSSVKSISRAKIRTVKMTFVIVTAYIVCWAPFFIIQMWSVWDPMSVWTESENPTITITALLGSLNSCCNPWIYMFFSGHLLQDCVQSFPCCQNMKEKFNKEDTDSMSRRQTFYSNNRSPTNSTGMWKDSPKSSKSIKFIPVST
CHO parental Ca – ATP-evoked calcium signal inhibitors, parental CHO, primary screen, counter-screen for OX1R antagonist project, cell-based, fluorescence, Fluo-8 calcium dye | parental CHO-K1, ATP-induced calcium, Fluo-8 fluorescence | AID 463079, 2010 | actives 0.63% (n = 330,000) | inhibition, % at 5.6 µM;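 active = inhibition above that plate's mean sample inhibition plus 3 SD, cut at about 26% in these data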;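 note: 0% = ATP-challenged DMSO wells and 100% = DMSO wells without ATP; some compounds past the cut are filed as inactive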
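Measured by: calcium-sensitive Fluo-8 fluorescence / Test system: CHO parental line / Controls: ATP-challenged DMSO wells low, unchallenged DMSO wells high / Measure: % inhibition / Compound: single nominal dose of 5.6 µM per compound / Replicates: single well per compound, no replicates / Reagent: ATP as calcium-mobilizing challenge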
CHO-K1 Ca antag – counter-screen for M1 antagonists: effect in parental CHO-K1 cells; ATP-induced calcium, Fluo-8 fluorescence; inhibition, % at 3 µM; actives 0.6% (n = 360,000); AID 602250;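 active = inhibition above a per-plate cutoff, the plate's mean sample inhibition plus 3 SD, cut at about 24% in these data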;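 note: 0% = DMSO plus EC80 ATP and 100% = DMSO alone without ATP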
Numbers without * were called inactive; / = no result given.

The first 2 entries, to show the layout:
SMILES	M1 ag parental	TAAR1 antag	GPR7 antagonist	CHO-K1 Ca PAM	OXTR potentiate	OXTR ag	V1aR counter	CHO parental Ca	CHO-K1 Ca antag
CC(=O)Nc1ccc(S(=O)(=O)NCC(=O)OCC(=O)c2cc(C)n(-c3ccc4c(c3)OCO4)c2C)cc1	1.4	-25	-6	9	-1	-1.9	-0.3	-12	4
CCOc1ccc(Nc2nc(CC(=O)OC)cc(=O)[nH]2)cc1	1.3	8	-4	-7	-18	0.4	1.0	-14	16

The whole of this part, from the first entry:
SMILES	M1 ag parental	TAAR1 antag	GPR7 antagonist	CHO-K1 Ca PAM	OXTR potentiate	OXTR ag	V1aR counter	CHO parental Ca	CHO-K1 Ca antag
CC(=O)Nc1ccc(S(=O)(=O)NCC(=O)OCC(=O)c2cc(C)n(-c3ccc4c(c3)OCO4)c2C)cc1	1.4	-25	-6	9	-1	-1.9	-0.3	-12	4
CCOc1ccc(Nc2nc(CC(=O)OC)cc(=O)[nH]2)cc1	1.3	8	-4	-7	-18	0.4	1.0	-14	16
CC(OC(=O)COc1ccccc1)C(=O)NC1CCCC1 (stereo unspecified)	0.0	-10	/	-11	1	-1.1	-0.2	-5	-15
COc1ccc(C(=O)OCC(=O)c2ccc3c(c2)NC(=O)CO3)cc1S(=O)(=O)N1CCOCC1	-0.1	27	/	-5	6	1.1	0.2	-18	-3
Cc1ccc(S(=O)(=O)N2[C@@H](c3ccc(Cl)cc3)C(C(=O)O)=CC[C@H]2c2cccs2)cc1	0.1	21	/	9	-11	-1.6	-0.7	-15	-17
CN1C=CC=C/C1=C1\SC(=S)N(N)C1=O	0.8	-8	10	8	1	0.3	5.6	-14	-1
CN(Cc1ccccc1)C(=O)c1nc[nH]c1C(=O)N1CCN(c2ccccc2)CC1	0.0	13	/	-14	5	-0.3	0.6	-17	2
CCC(C)NC(C(=O)Nc1ccc(Cl)c([N+](=O)[O-])c1)c1ccccc1 (stereo unspecified)	1.3	-23	0	31	-6	-2.1	0.2	-23	-11
O=C(CN(Cc1ccco1)S(=O)(=O)c1cccs1)Nc1ccccc1C(F)(F)F	-0.2	-4	5	-1	-12	-1.8	-1.1	-9	-12
COc1ccc(-n2c(SC3CCOC3=O)nc3ccccc3c2=O)cc1Cl (stereo unspecified)	0.9	-1	-3	6	-4	-0.8	-1.7	-16	-15
Cc1cc(OCc2nn[nH]n2)c2c(-c3ccccc3)cc(=O)oc2c1	0.2	6	-6	11	6	1.3	1.6	3	-1
O=S(=O)(NCC1CCCO1)c1ccc(S(=O)(=O)N(Cc2ccc(F)cc2)Cc2ccccn2)cc1 (stereo unspecified)	4.0	-2	-1	0	-4	1.6	3.2	-26	2
CCc1c(C)nc2ncnn2c1N1CCCC(C(=O)NCc2cccs2)C1 (stereo unspecified)	0.8	1	-7	5	5	-0.8	-0.1	-21	-7
O=C(CCNc1ccc(Cc2ccncc2)cc1)c1ccc([N+](=O)[O-])cc1	6.0	20	1	9	-11	4.6	7.9	-11	-1
C=CCC[C@@H](Cc1ccc(F)cc1)C(=O)OC[C@@H]1CCCN1C(=O)[C@@H](CC=C)CC(=O)N(CCO)Cc1ccccc1	2.6	57*	/	24	-7	0.0	0.3	-4	-17
COc1ccc(NC(=O)c2ccco2)cc1NC(=O)COc1ccccc1	1.4	-19	-24	5	-12	0.2	-0.5	-22	-3
COc1cccc(NC(=O)Cn2c(CCC(=O)O)ccc2-c2ccc(Cl)cc2)c1	0.2	8	9	12	-5	-0.5	0.6	-16	2
Fc1ccc2[nH]c3c(N4CCSCC4)ncnc3c2c1	13	64*	-6	-8	-34	14	9.5	58*	11
Clc1ccc(-c2nc3cnccn3c2NC2CCCC2)cc1	1.1	/	7	19	-13	-2.7	-1.1	-23	-10
CN1C2CCC1CC(NC(=O)c1ccc(Cl)cc1)C2 (stereo unspecified)	0.1	-28	6	-12	-7	-0.1	-1.9	-4	-5
COCCn1c(NC(=S)NC(=O)C2CC2)cc(=O)[nH]c1=O	-0.2	-12	8	13	-5	-1.3	0.9	-10	-19
CCCCCn1c(NC(=O)c2ccco2)c(S(=O)(=O)c2ccc(C)cc2)c2nc3ccccc3nc21	0.2	25	21	-13	-7	-1.3	2.7	-20	6
CCc1cccc(C)c1N1C(=O)CN(Cc2ccccc2)C1=S	0.7	-2	-12	7	-9	-2.0	-0.7	-19	-8
CCN(CC)CCNC(=O)C1c2ccccc2Oc2ccccc21	2.4	-3	5	22	-8	0.6	1.1	-22	-11

Some values from the results shown.
Result of CC(OC(=O)COc1ccccc1)C(=O)NC1CCCC1 (stereo unspecified) under V1aR counter: -0.2
Result of CCc1cccc(C)c1N1C(=O)CN(Cc2ccccc2)C1=S under OXTR ag: -2.0

Next part:
SMILES	M1 ag parental	TAAR1 antag	GPR7 antagonist	CHO-K1 Ca PAM	OXTR potentiate	OXTR ag	V1aR counter	CHO parental Ca	CHO-K1 Ca antag
CCOCCCN(C(=O)Cn1nnc2ccccc21)C(C(=O)NCc1ccco1)c1ccncc1 (stereo unspecified)	0.4	5	3	12	/	/	/	/	-5
O=C(Nc1cccc2ncccc12)c1ccc(Cl)cc1	0.7	-26	-15	13	-2	-0.2	0.9	0	2
CCCS(=O)(=O)c1nc(S(=O)(=O)c2ccc(C)cc2)c(N2CC(C)OC(C)C2)s1 (stereo unspecified)	0.5	-2	-7	3	-4	-0.9	0.7	-11	-26
Cc1ccccc1N1CCN(S(=O)(=O)c2nnc(NC(=O)c3ccc(F)cc3)s2)CC1	1.1	-6	-10	2	-5	2.0	3.4	-10	-7
Cc1ccc(SC(C)C(=O)Nc2ccncc2)cc1 (stereo unspecified)	9.6	4	-3	18	-8	7.6	4.8	-2	-4
O=c1[nH]c2c(cnn2-c2ccc(Cl)cc2)c(=O)n1-c1cccc(Cl)c1	0.7	-7	-11	-12	-1	0.4	1.6	-10	3
Cc1cc(C)cc(Oc2nn[nH]n2)c1	1.1	7	-1	24	-4	-0.1	1.0	-9	-13
CN(C(=O)c1cccc(NC(=O)Cc2ccc(NC(=O)C3CCCN(C(=O)CCc4ccccc4)C3)cc2)c1)C1CCC1 (stereo unspecified)	0.3	-16	/	9	/	/	/	/	3
CC(O)c1nc2ccccc2n1CCOc1ccccc1 (stereo unspecified)	0.9	8	-3	-11	1	2.1	1.6	-3	11
COc1ccc(CC(=O)OCC(=O)c2ccc(OC)cc2)cc1	0.6	10	-8	16	-4	-0.3	1.8	-10	-12
CCOC(=O)c1cnc(SCc2nc(N)nc(Nc3ccc(OC)cc3)n2)nc1N	0.7	3	-1	-6	3	-1.4	-1.0	-25	13
COC(=O)c1c(NC(=O)COC(=O)c2ccc(Cl)nc2)sc(C)c1C	1.1	-3	/	9	-4	1.0	0.5	-9	-7
CSc1nc(N)c2c(C)c(C)sc2n1	0.1	7	-6	2	-2	-1.7	-0.4	-19	4
CN1CCN(C(=O)C23CC4CC(C)(CC(C)(C4)C2)C3)CC1	-0.1	-18	-8	-16	-2	1.7	0.3	-3	2
COc1ccc(S(=O)(=O)CC(=O)Nc2ccccc2Cl)cc1	0.4	22	-9	-17	-5	0.6	1.1	-11	13
C/C(=N/NC(=O)Nc1ccccc1)c1ccc(C)cc1	0.5	-10	-12	19	0	-1.6	-0.4	-9	-10
CCNc1nc(NCC)nc(N(C#N)C(C)C)n1	0.5	-24	-16	14	0	-0.5	-0.1	-11	-15
COc1ccccc1OCCNC(=O)CCC(=O)N1CCOCC1	0.9	-6	/	3	/	/	/	/	-11
CN(C)/C=N/c1cc(=O)n(Cc2ccccc2)c(=O)n1C	-0.2	-10	-12	2	-2	0.0	0.6	-4	-13
COc1ccc(C(=O)N/C(=C\c2ccco2)C(=O)NCc2ccco2)cc1	0.4	10	-2	8	-6	-0.1	0.0	-4	-9
COC(=O)CC(NC(=O)C1CC1)c1ccc2c(c1)OCO2 (stereo unspecified)	1.8	2	-3	-9	-17	0.2	0.3	12	-14
NS(=O)(=O)c1ccc(OC(=O)CNC(=O)OCc2ccccc2)cc1	0.9	-1	/	16	2	0.1	0.6	-4	-1
CCn1nc(C(=O)NCCc2ccc(S(N)(=O)=O)cc2)c2ccccc2c1=O	0.3	-2	0	17	-4	0.1	0.8	-8	-7
CC(C)c1ccc(NC2CCCN(C(=O)c3cnn(C(C)C)c3)C2)cc1 (stereo unspecified)	0.9	-36	-9	-8	-1	-0.7	0.1	-19	-7
CCSc1cc(N2CCCC2)nc(-c2ccccc2Cl)n1	0.2	-7	-6	-10	-3	-3.0	-1.5	-18	9
CCN(Cc1ccccc1)C(=O)COC(=O)Cn1cnc2ccccc21	4.1	-4	-16	2	-6	8.1	6.9	-5	15
CCOC(=O)C(=Cc1c[nH]c2ccc(S(=O)(=O)N(C)C)cc12)C(=O)OCC	4.2	0	-7	13	-2	-0.2	-0.2	-3	-11
Nc1cc(N)nc(SCC(=O)c2ccccc2)n1	0.6	6	-14	7	-10	-0.2	0.8	-11	-2
CCCn1c2ccccc2c2nnc(SCCN3CCOCC3)nc21	2.1	-5	-17	-20	-11	-1.0	0.3	-18	4
N=C(N)SCc1cn(-c2ccccc2)nc1-c1ccc(Br)cc1	2.7	47	26*	15	/	/	/	/	-11
O=C(Nc1ccc(Oc2cccnc2)cc1)C1CCN(Cc2ccccc2F)CC1	10	4	-8	23	/	/	/	/	-4
CCN(C(=O)COC(=O)c1oc2ccc(OC)cc2c1C)C1CCS(=O)(=O)C1 (stereo unspecified)	0.1	-1	/	-30	/	/	/	/	5
CC(C)(C)N1C(=O)[C@H]2[C@@H](c3ccc(Br)cc3)N3C(=O)N(c4ccccc4)C(=O)[C@@]3(Cc3ccccc3)[C@H]2C1=O	-0.1	8	/	4	-8	-1.4	1.5	-24	-2
CC(C)CNC(=O)c1ccccc1NC(=O)CCSc1ccccc1	1.4	7	1	7	-11	-2.1	-1.4	-11	-3
O=C(Cc1cccs1)NNC(=S)NC(=O)c1ccccc1	-0.1	-18	-10	3	0	0.4	-0.2	2	4
CC1=C(C(=O)OCc2ccccc2)C(/C=C/c2ccccc2)NC(=S)N1 (stereo unspecified)	0.2	-17	-9	14	-2	-2.0	0.3	-11	-1
COc1ccc(/C=C/c2c(-c3ccccc3OC)sc3ccccc23)cc1OC	0.5	-7	/	1	-4	1.0	-0.7	-16	-11
